NCOA2 inhibitor: inhibition of GAL4-SRC2 driven luciferase reporter, primary screen, SRC2 inhibitor project, cell-based, luminescence. HEK293 GAL4-SRC2 luciferase reporter. inhibition, % at 9 µM. hit rate 0.17% among 370,000. AID 651957, 2012;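 active = inhibition above the mean inhibition of all tested compounds plus 3 SD, set per campaign, cut at about 52% in these data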;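 also: 0% = DMSO treated cells and 100% = cells given Gossypol at 36 µM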
EBV LMP1 NFkB: EBV LMP1-driven NF-kappaB luciferase reporter inhibitors, primary screen, cell-based, luminescence, single point; LMP1-induced NF-kappaB luciferase reporter cells; inhibition, % at 12.5 µM; hit rate 0.69% among 350,000; AID 504558, 2011; in the data active = inhibition above about 41%;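 also: 0% = neutral control wells and 100% = reference inhibitor control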
SRC3 inh: SRC3 coactivator transcriptional activity inhibitors, primary screen, cell-based, luminescence | Nuclear receptor coactivator 3 (Homo sapiens), Q9Y6Q9 | HEK293 GAL4-SRC3 luciferase reporter | inhibition, % at 3.6 µM | hit rate 0.17% among 360,000 | AID 588352, 2011;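 active = inhibition above a per-campaign cutoff, the mean of all compounds plus 3 SD, cut at about 60% in these data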;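 also: 0% = DMSO-treated cells and 100% = gossypol-treated cells at 36 µM; higher means less SRC3-driven luciferase light from the GAL4 reporter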
Target sequence (Q9Y6Q9 whole entry, looked up, the tested form may be a part): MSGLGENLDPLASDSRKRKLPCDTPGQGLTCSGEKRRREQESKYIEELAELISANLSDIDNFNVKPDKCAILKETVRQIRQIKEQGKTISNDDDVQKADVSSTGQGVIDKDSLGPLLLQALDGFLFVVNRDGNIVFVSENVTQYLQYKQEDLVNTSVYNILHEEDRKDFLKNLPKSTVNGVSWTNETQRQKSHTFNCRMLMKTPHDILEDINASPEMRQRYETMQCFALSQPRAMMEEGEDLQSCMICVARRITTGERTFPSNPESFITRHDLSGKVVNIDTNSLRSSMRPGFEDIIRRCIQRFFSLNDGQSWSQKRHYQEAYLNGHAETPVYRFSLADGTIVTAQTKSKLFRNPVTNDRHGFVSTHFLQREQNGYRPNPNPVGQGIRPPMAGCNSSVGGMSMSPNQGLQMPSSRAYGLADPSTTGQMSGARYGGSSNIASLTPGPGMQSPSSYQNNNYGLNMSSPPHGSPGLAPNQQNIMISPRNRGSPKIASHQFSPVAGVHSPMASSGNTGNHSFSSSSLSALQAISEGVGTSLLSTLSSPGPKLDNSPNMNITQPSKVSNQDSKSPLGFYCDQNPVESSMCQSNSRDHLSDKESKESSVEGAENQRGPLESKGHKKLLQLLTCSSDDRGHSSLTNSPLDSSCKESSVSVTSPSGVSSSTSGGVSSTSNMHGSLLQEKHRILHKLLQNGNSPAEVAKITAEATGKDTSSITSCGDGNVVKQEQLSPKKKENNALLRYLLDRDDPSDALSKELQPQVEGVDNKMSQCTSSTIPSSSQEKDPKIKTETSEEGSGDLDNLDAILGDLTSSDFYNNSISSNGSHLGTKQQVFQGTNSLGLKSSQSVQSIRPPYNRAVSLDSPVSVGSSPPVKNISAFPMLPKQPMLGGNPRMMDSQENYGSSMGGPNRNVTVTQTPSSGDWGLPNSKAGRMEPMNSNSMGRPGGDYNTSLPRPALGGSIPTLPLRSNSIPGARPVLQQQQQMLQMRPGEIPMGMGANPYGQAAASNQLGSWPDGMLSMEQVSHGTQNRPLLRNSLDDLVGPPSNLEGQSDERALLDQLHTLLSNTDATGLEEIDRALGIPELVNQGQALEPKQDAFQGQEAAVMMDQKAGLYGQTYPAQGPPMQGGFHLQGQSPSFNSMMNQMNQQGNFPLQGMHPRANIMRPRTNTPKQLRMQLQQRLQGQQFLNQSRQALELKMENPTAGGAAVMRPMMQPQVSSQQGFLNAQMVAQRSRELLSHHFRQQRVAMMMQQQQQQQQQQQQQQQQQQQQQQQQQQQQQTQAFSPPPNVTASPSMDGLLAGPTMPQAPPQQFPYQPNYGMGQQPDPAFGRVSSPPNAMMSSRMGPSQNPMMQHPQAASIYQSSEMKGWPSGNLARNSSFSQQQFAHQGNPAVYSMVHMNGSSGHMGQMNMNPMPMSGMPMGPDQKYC
NCOA1 inh: SRC1 coactivator transcriptional activity inhibitors, primary screen, cell-based, luminescence. Nuclear receptor coactivator 1 (Homo sapiens), Q15788. HEK293 GAL4-SRC1 luciferase reporter. inhibition, % at 3.6 µM. hit rate 0.12% among 360,000. AID 588354, 2011;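 active = inhibition above the campaign mean plus 3 SD, with each screening campaign given its own cutoff, cut at about 60% in these data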;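 also: 0% = DMSO treated cells and 100% = gossypol at 36 µM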
NR5A2 inv ag: LRH-1 (NR5A2) inverse agonists, primary screen, cell-based, luminescence, HEK293T, StAR-luciferase reporter | LRH-1 transfected, 24 h | Nuclear receptor subfamily 5 group A member 2 (Homo sapiens), O00482 | hit rate 0.13% among 360,000 | inhibition, % at 3.6 µM | AID 602396, 2012;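 active = inhibition above the mean inhibition of all tested compounds plus 3 SD, cut at about 73% in these data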;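 also: 0% = DMSO wells and 100% = reporter-only cells lacking LRH-1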
TROY signal inh: inhibitors of TROY-driven NF-kB signaling, primary screen, Q293 LMP1-TROYcd cells, NF-kB luciferase, uHTS; Q293 LMP1-TROYcd NF-kB luciferase reporter, 4 h; inhibition, % at 10 µM; hit rate 0.98% among 360,000;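 active = compounds whose plate-normalised and pattern-corrected inhibition of the luciferase reporter signal at the single screening dose is 50% or more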
TWEAK-Fn14 inh: inhibitors of TWEAK-Fn14 signaling, primary screen, luciferase reporter cells, uHTS; inhibition, % at 10 µM; TWEAK-stimulated Fn14 reporter cells, luciferase luminescence, 8 h; hit rate 2% among 360,000; in the data active = inhibition above about 50%
TLR9-MyD88 inh: inhibitors of TLR9-MyD88 association in cells, primary screen, cell-based, CHO, BLA complementation, fluorescence | CCF4 FRET ratio | inhibition, % at 4.98 µM | hit rate 0.21% among 340,000 | AID 504734, 2011;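 active = inhibition above the mean over all tested compounds plus 3 SD, cut at about 21% in these data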;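 also: 0% = DMSO only wells and 100% = clavulanate BLA inhibitor control wells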
NR2F2 inh: NR2F2 transcriptional activity inhibitors, primary screen, cell-based, luciferase reporter, HEK293T, luminescence | inhibition, % at 8.6 µM | HEK293T NGFI-A luciferase reporter | hit rate 0.7% among 370,000 | COUP transcription factor 2 (Homo sapiens), P24468 | AID 686940, 2013;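 active = inhibition above a per-plate cutoff, mean inhibition of test wells between control levels plus 3 SD, cut at about 38% in these data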;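 also: cells cotransfected with COUP-TFII expression vector driving the NGFI-A reporter; 0% = median of COUP-TF2 test wells and 100% = reporter-only cells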
NOD2 RIPK2 PPI: NOD2-RIPK2 binding disruptors in cells, primary screen, fluorescence, CHO cells, BLA complementation | Receptor-interacting serine/threonine-protein kinase 2 (Homo sapiens), O43353 | CCF4 ratio | inhibition, % at 4.98 µM | hit rate 0.38% among 360,000 | AID 624267, 2012; in the data active = inhibition above about 21%;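 also: 0% = vehicle only and 100% = reference blocker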
TRAIL sens C8: viability loss with TRAIL in NB7+C8 cells, primary screen, TRAIL sensitizer project, cell-based, ATPlite luminescence | inhibition (viability loss, TRAIL sensitization), % at 10 µM | hit rate 1% among 360,000;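 active = compounds causing at least 50% loss of cell viability in the single-dose screen, relative to plate controls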
An asterisk follows results filed as active; . = not tested or not shown.

SMILES,NCOA2 inhibitor,EBV LMP1 NFkB,SRC3 inh,NCOA1 inh,NR5A2 inv ag,TROY signal inh,TWEAK-Fn14 inh,TLR9-MyD88 inh,NR2F2 inh,NOD2 RIPK2 PPI,TRAIL sens C8
CC(C)N=c1scc(-c2cccs2)n1/N=C/c1ccc(O)c(O)c1O,14,-22,-57,-21,-27,14,54*,14,-7,3,17
C[C@H]1CN([C@@H](C)CO)C(=O)c2cc(Br)cnc2O[C@H]1CN(C)C(=O)C1CCC1,-7,2,5,2,-19,0,2,-11,8,5,-4
CN(c1ccc(C(=O)Nc2nccs2)cc1)S(=O)(=O)c1ccccc1,-7,-9,-8,-41,-29,-29,26,6,8,3,3
COc1ccc(-c2csc(N=C(N)N)n2)cc1,-49,-22,-54,-34,-57,-50,-22,-2,-35,-5,9
CC1(c2ccccc2)NC(=O)N(CC(=O)N(CC(=O)Nc2ccccc2C(F)(F)F)Cc2ccco2)C1=O (stereo not drawn),-44,0,16,9,1,-22,20,-6,-4,0,1
O=C1CC(N2CCOCC2)C(=O)N1c1cc(Cl)cc(Cl)c1 (stereo not drawn),1,-1,16,6,-3,0,-8,-2,-5,-13,-11
Cc1cccc(OCC(O)Cn2c(N3CCCCC3)nc3c2c(=O)[nH]c(=O)n3C)c1 (stereo not drawn),17,-3,6,9,-8,-16,-11,-5,6,5,-12
Nc1n[nH]c(-c2ccccc2)n1,0,3,10,-23,0,7,4,12,-15,1,8
Cc1ccc(/C=[N+](\[O-])c2ccc(N(C)C)cc2)c2nsnc12,-27,16,-56,-91,-112,19,57*,2,-30,1,15
Cc1c(Nc2cc(N3CCCCCC3)c3nonc3c2[N+](=O)[O-])c(=O)n(-c2ccccc2)n1C,-14,4,19,-4,9,-23,1,1,-3,1,-1
O=C1Nc2ccc3sc4ccccc4c3c2C1=O,0,.,-3,-2,-6,-32,-52,.,-2,3,3
O=C(c1cnn2c(C(F)(F)F)cc(-c3ccco3)nc12)N1CCCc2ccccc21,-20,-1,4,-8,-10,0,9,3,10,-6,4
O=C1CS/C(=N/N=C/c2cccs2)N1Cc1ccc(F)cc1,-6,.,22,-20,14,-19,8,.,22,-13,-4
CCOc1cc(C(=O)N/N=C/c2ccsc2)cc(OCC)c1OCC,9,-2,9,6,22,5,15,3,-15,7,7
CC(C)=CCN1CCN(Cc2ccc(C)s2)CC1CCO (stereo not drawn),-22,-6,29,0,-7,11,-1,-7,11,0,6
CCC1CCCCN1C(=O)CSc1nnc(-c2cccs2)o1 (stereo not drawn),-68,-20,-54,-84,-143,-9,11,13,-50,-10,26
CCCCCCCC1CC(/C(C)=N/NC(N)=O)OC1=O (stereo not drawn),-11,-29,17,0,-17,-3,2,4,-2,4,-2
CC(C)CCNC(=O)C(C)N(C(=O)Cn1nnc(-c2ccc(F)cc2)n1)C1CCCC1 (stereo not drawn),0,3,-12,5,6,23,7,-6,11,-2,-11
CC1(C(=O)NS(=O)(=O)C2CC2)CCCN(C(=O)c2ccccc2)C1 (stereo not drawn),26,.,-6,-5,9,7,-8,.,3,-17,-11
COc1ccc(C(=O)NC(=S)Nc2ccc(Cc3ccncc3)cc2)cc1,-17,5,7,-10,14,16,17,-3,21,2,12
Cc1ccc(NC(=O)Cc2c(C(=O)O)n(C)c3ccccc23)cc1F,0,-13,14,-24,-13,12,-10,.,-11,-8,-6
O=C(CN1CCC(n2nnc3cc(F)ccc32)CC1)NCCc1nc2ccccc2[nH]1,6,-3,-11,5,-2,1,20,-7,5,-1,-12
Cc1cnc(NC2=NCCC2)s1,-1,2,3,-6,17,7,-2,5,-9,-5,-5
O=[N+]([O-])c1c(NCc2ccccc2)cc(N2CCc3ccccc3C2)c2nonc12,5,8,12,9,-5,0,-8,4,-8,-13,-3
COc1c(C)cc(S(=O)(=O)NCc2ccco2)c(C)c1C,-18,-7,-34,9,-7,-8,6,2,2,-6,-3
O=C(CN1C(=O)c2ccccc2C1=O)Oc1ccc(Cl)cc1,-12,4,-3,4,-3,-1,19,-4,13,-16,-5
O=C(Nc1ccccc1C(=O)O)/C(=C/c1ccc(Cl)cc1Cl)NC(=O)c1ccco1,-19,-2,12,-9,6,-16,8,-6,7,3,3
CC(C(=O)N1CCCC1)N1CCN(S(=O)(=O)c2ccc(OC(F)(F)F)cc2)CC1 (stereo not drawn),-5,-9,10,8,-3,-6,18,-2,-5,3,-14
CCOc1ccccc1C(=O)Nc1cc(=O)n(C)c(=O)n1C,1,-2,7,4,9,-8,0,5,11,-3,-5
CNC(=O)NC(=S)NC(=O)c1cccc(Cl)c1,-3,-2,2,2,-2,5,-18,5,9,1,3

Copied from the list.
O=C(Nc1ccccc1C(=O)O)/C(=C/c1ccc(Cl)cc1Cl)NC(=O)c1ccco1 – NCOA2 inhibitor: -19
CCC1CCCCN1C(=O)CSc1nnc(-c2cccs2)o1 (stereo not drawn) – NCOA2 inhibitor: -68
Cc1cnc(NC2=NCCC2)s1 – TRAIL sens C8: -5
Cc1ccc(NC(=O)Cc2c(C(=O)O)n(C)c3ccccc23)cc1F – EBV LMP1 NFkB: -13
COc1c(C)cc(S(=O)(=O)NCc2ccco2)c(C)c1C – NR5A2 inv ag: -7

Returning to the listing; the 2 compounds before the break are reprinted first.
SMILES,NCOA2 inhibitor,EBV LMP1 NFkB,SRC3 inh,NCOA1 inh,NR5A2 inv ag,TROY signal inh,TWEAK-Fn14 inh,TLR9-MyD88 inh,NR2F2 inh,NOD2 RIPK2 PPI,TRAIL sens C8
CCOc1ccccc1C(=O)Nc1cc(=O)n(C)c(=O)n1C,1,-2,7,4,9,-8,0,5,11,-3,-5
CNC(=O)NC(=S)NC(=O)c1cccc(Cl)c1,-3,-2,2,2,-2,5,-18,5,9,1,3
O=C(NC1CCCC1)C1C(c2ccc(C(F)(F)F)cc2)=Nc2ccccc2N1C(=O)c1ccccc1 (stereo not drawn),-85,.,.,.,-73,.,.,.,-31,5,-3
CCN(CC)C(=O)c1ccc(N)cc1,5,-4,6,3,-5,-8,-16,-7,-2,-7,6
O=C(CCl)N(C1CCCC1)C1CCS(=O)(=O)C1 (stereo not drawn),44,28,51,41,13,8,23,1,-3,1,-1
Cc1ccc(CNC(=O)C2CC(c3cc(C(F)(F)F)cc(C(F)(F)F)c3)=NO2)o1 (stereo not drawn),-13,-4,-4,-6,29,-2,3,3,-12,1,16
CC(C)c1ccc(NC(=O)C(c2ccc3c(c2)OCO3)N2CCCCC2)cc1 (stereo not drawn),-2,-2,-5,6,-5,-22,7,-1,-7,-8,2
Cc1nc2c(cc1NC(=O)c1ccccc1)nc(C)n2Cc1ccccc1,-12,-35,-12,-20,-7,0,-12,3,-10,-6,6
Nc1ncc(S(=O)(=O)c2ccc(Cl)cc2)c(N)n1,-8,0,-3,-18,6,10,-1,0,7,2,10
CN(C)c1ccc(C2/C(=C(/O)c3ccc(Br)cc3)C(=O)C(=O)N2C)cc1 (stereo not drawn),-17,7,-3,-28,5,1,10,-2,-1,-2,0
O=C(O)c1ccc(N/N=C/C(Br)=C/c2ccccc2)cc1,-69,-66,-88,-97,-108,-6,34,1,-42,5,11
CCCn1c(=O)c(C(=O)NNC(=O)c2ccccc2Cl)c(O)c2ccccc21,-7,2,5,3,-3,21,0,-5,-5,-6,0
Cn1c(=O)c2c(nc(N/N=C/c3ccncc3)n2Cc2ccccc2)n(C)c1=O,-22,0,4,4,6,11,20,-4,-2,-11,20
CCC(C)NC(=O)CSc1nc2cc3c(cc2c(=O)n1Cc1ccco1)OCO3 (stereo not drawn),-19,-2,19,-49,-5,-11,2,-4,8,3,4
CC(=O)c1ccc(Oc2ncnc(N)c2[N+](=O)[O-])cc1,5,12,15,-4,-4,9,36,-3,-23,5,7

Source: PubChem BioAssay

This is a subset (hit frequency here may not be typical).
